Rin1-Abl PPI inh – inhibitors of human Rin1-Abl protein interaction. inhibition, % at 7.35 µM. AID 588664. P00519+Q13671. hit rate 0.4% among 360,000. TR-FRET Rin1/Abl binding, biochemical; in the data active means inhibition above about 5%, passing the limit was not always enough
bovine MsrA act – bovine methionine sulfoxide reductase A activation | purified bovine MsrA, absorbance read-out | activation, % at 10.6 µM | hit rate 0.3% among 360,000 | AID 602163; in the data active means activation above about 7.5%;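 further: 0% = vehicle and 100% = reference activator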
Tb MetRS inh – Trypanosoma brucei MetRS inhibition; purified T. brucei MetRS, ATP depletion, Kinase-Glo luminescence; inhibition, % at 11.9 µM; hit rate 0.4% among 360,000; AID 624268;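 active means inhibition above a per-plate cutoff of the control wells' mean inhibition plus 3 SD, cut at about 5.5% in these data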;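 further: 0% = DMSO wells median and 100% = median of wells with control inhibitor compound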
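Measured by: Kinase-Glo luciferase luminescence reporting remaining unconsumed ATP. Material: purified T. brucei MetRS enzyme. Doses: 11.9 µM compound single dose, 0.9% DMSO. Medium: HEPES buffer containing pyrophosphatase, BSA, spermine, DTT. Times: 15 min preincubation, 2 h reaction, all 25 °C. Reagent: methionine, ATP and bulk E. coli tRNA.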
FAS TE block – inhibitors of human fatty acid synthase thioesterase domain; P49327; AID 602261; recombinant FAS-TE, OMFH fluorogenic substrate, fluorescence endpoint; inhibition, % at 15 µM; hit rate 0.67% among 360,000;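 active means compounds whose normalised, plate-corrected inhibition of enzyme fluorescence in the single-dose primary screen is 50% or more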;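 further: 0% = DMSO with enzyme and 100% = substrate without enzyme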
MsrA inhibitor – bovine MsrA inhibition; purified bovine MsrA, absorbance read-out; inhibition, % at 15.5 µM; hit rate 0.75% among 360,000; AID 651718; in the data active means inhibition above about 4.5%;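 further: 0% = vehicle wells with enzyme and 100% = reference inhibitor wells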
PABP1 MLLE inh – blocks PAM2 peptide binding to the PABP1 MLLE domain; inhibition, % at 20 µM; hit rate 0.36% among 360,000; GST-MLLE / FITC-PAM2 fluorescence polarization; P11940; in the data active means inhibition above about 35%, passing the limit was not always enough;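 further: plate controls were DMSO wells with GST-MLLE for no effect and wells lacking GST-MLLE protein for full effect; some results filed as inactive read as strong as hits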
CSN inh – CSN deneddylation inhibition | AID 651999 | Purified CSN, SCF-Nedd8-OG deneddylation, fluorescence polarization | Q92905 | hit rate 0.38% among 360,000 | inhibition, % at 12.5 µM;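 active means pattern-corrected inhibition above about 35%, with an unprinted fluorescence ratio check between 0.5 and 1.5, limit read from the data, passing the limit was not always enough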;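 further: 0% = enzyme with substrate and 100% = substrate without enzyme; some results filed as inactive read as strong as hits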
Target sequence (Q92905 whole entry, looked up, one chain of several): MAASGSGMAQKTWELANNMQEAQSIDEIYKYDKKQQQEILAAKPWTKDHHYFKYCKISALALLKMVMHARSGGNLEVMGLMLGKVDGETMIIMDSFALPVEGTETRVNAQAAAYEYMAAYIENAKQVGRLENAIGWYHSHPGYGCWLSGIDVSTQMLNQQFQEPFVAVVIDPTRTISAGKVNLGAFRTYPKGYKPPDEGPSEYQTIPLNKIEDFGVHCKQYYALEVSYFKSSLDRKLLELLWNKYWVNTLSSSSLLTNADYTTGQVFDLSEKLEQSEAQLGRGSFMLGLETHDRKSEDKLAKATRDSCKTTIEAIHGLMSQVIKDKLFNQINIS
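Detection – fluorescence polarization · System – HEK293T-derived human Csn5 enzyme · Controls – substrate-only high control, full reaction low control · Timing – 90 min, room temperature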
eLon inh – inhibitors of E. coli Lon protease. hit rate 0.42% among 360,000. AID 602123. purified E. coli Lon protease, fluorescence polarization. inhibition, % at 7.94 µM. P0A9M0; in the data active means inhibition above about 13%, passing the limit was not always enough;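 further: 0% = enzyme with probe and DMSO and 100% = no enzyme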
Neddyl block – cullin neddylation inhibition; AID 651699; calls only at 25 µM; hit rate 0.58% among 360,000; TR-FRET cullin neddylation, biochemical; in the data active means inhibition above about 36%
Target sequence (P61081 whole entry, looked up): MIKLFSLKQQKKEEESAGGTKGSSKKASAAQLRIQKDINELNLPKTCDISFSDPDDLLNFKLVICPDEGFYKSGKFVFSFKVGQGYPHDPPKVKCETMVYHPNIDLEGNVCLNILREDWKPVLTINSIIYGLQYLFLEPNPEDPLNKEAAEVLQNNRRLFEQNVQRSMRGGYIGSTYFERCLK
Target sequence (Q13564 whole entry, looked up): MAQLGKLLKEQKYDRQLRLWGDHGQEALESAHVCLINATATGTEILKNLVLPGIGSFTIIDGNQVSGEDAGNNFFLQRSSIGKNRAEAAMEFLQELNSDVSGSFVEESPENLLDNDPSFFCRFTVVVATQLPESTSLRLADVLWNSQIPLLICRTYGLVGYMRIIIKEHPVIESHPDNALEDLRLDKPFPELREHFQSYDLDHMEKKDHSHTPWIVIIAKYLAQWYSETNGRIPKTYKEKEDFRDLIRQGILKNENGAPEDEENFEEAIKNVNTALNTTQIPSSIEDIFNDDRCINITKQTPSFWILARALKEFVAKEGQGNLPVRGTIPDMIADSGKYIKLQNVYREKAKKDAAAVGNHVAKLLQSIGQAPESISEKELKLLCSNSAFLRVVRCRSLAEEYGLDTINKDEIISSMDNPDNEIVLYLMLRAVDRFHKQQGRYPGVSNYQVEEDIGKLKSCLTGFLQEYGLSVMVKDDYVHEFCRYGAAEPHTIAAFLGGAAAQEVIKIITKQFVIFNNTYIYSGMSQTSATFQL
* marks the source's active call; other numbers are inactive results; i = inactive; nt = no result given.

SMILES	Rin1-Abl PPI inh	bovine MsrA act	Tb MetRS inh	FAS TE block	MsrA inhibitor	PABP1 MLLE inh	CSN inh	eLon inh	Neddyl block
Cc1cc(C(=O)NC2CCC(C)CC2)c(C)o1 (stereo not drawn)	-1	4	-0.1	-5	0.6	1	1	2	i
COc1ccc(CCNC(=O)CC2(CC3=NS(=O)(=O)c4ccccc4N3)CCCC2)cc1OC	-2	-2	-0.3	2	-0.6	-3	-3	-20	i
N#Cc1cc2c(ccc3ccccc32)oc1=O	-2	-3	-0.2	23	1.5	-1	-11	-2	nt
COc1cccc(C(=O)Nc2cccc(C(=O)NC3=NN(c4c(Cl)cc(Cl)cc4Cl)C(=O)C3)c2)c1	2	0	0.1	2	1.5	24	13	4	i
COC(=O)CC1C(=O)NCCN1C(=O)CSc1nnc(Nc2ccc(C)cc2)s1 (stereo not drawn)	1	-2	0.2	-6	2.0	-86	0	-2	i
COC(=O)c1sccc1NC(=S)Nc1ccc(OC)cc1	-5	-5	-1.0	3	2.0	30	-7	-14	i
O=C(CN(C(=O)Cn1nnc(-c2cccs2)n1)c1ccc2c(c1)OCCO2)NC1CCCCC1	-2	2	-0.7	21	-0.3	5	2	-11	i
O=S(=O)(c1ccc(S(=O)(=O)N2CCOCC2)cc1)N1CCCC1	1	-5	-0.1	-3	1.6	-1	6	-7	i
O=C(COC(=O)COc1cccc(Br)c1)Nc1ccc(F)cc1F	0	-2	-0.2	-5	0.3	-16	-3	-9	i
COc1cc([N+](=O)[O-])ccc1N=Nc1c(N)[nH]n(-c2ccccc2)c1=O	-2	2	-1.1	4	0.4	-3	-6	0	i
COc1cccc(N2CCN(CC(=O)NC(=O)NC3CCCCC3)CC2)c1	2	-5	-0.5	-1	1.0	-4	-6	-8	i
CCN(CC(=O)NC(C)(C)C)C(=O)c1ccc(Br)cc1	0	-1	-0.1	-4	0.4	3	-5	-4	i
C=CCSc1nnc(COc2ccc(=O)n(-c3ccccc3)n2)n1CC	0	-5	-0.3	-2	-0.1	-2	0	5	i
Cc1cccnc1C(NC(=O)C1CCN(CCCc2ccccc2)CC1)c1ccc(F)cc1 (stereo not drawn)	4	-2	-0.3	-8	-0.8	-9	-5	0	i
S=C(NCc1ccco1)Nc1cc(Cl)c(Cl)cc1Cl	3	-3	0.4	45	-0.8	26	-4	-3	i
CN1CCN(C(=O)c2ccccc2-c2ccccc2C(=O)O)CC1	0	-6	-0.5	-4	0.2	-6	-2	-11	i
COc1ccc(/C=C(\NC(=O)c2ccc(OC)cc2)C(=O)Nc2ccc(C(=O)O)cc2)cc1	0	-4	1.0	-1	3.8	8	-1	-3	i
C[C@@H]1CN([C@@H](C)CO)C(=O)c2cc(NS(C)(=O)=O)ccc2O[C@@H](C)CCCCO[C@H]1CN(C)C(=O)Nc1ccc2c(c1)OCO2	-2	0	1.4	-5	-0.3	-17	3	1	i
O=C(c1ccccc1Sc1ccccc1[N+](=O)[O-])N1CCCCC1	-4	-6	-0.8	-5	0.2	-1	-6	1	i
Cc1ccc(S(=O)(=O)N2CCC[C@H]2C(=O)Nc2ccc(F)cc2C)cc1	2	0	-0.5	-3	0.7	9	-4	-4	i
CCOC(=O)N/N=C(\C)c1ccc(C)o1	5	-2	-0.1	-3	0.0	7	-5	5	i
CCOC(=O)c1sc(NC(=O)Cn2nnc3sc4c(c3c2=O)CCCC4)nc1C	2	-5	-0.7	13	0.5	-12	13	-10	i
COc1cccc(-c2nc(C(=O)NCC3CCCO3)cc3c2[nH]c2ccccc23)c1 (stereo not drawn)	-4	0	1.0	25	0.8	1	4	5	i
COc1cc(OC)c(NC(=O)CC(C)=O)cc1Cl	2	-3	-0.1	-10	-0.3	0	-1	-5	i
COCCN(C(=S)Nc1ccccc1OC)C(C)c1cccs1 (stereo not drawn)	-1	-2	0.1	7	-0.9	-63	1	-11	i
Cc1cc(/C=N/NC(N)=S)c(C)n1-c1ccc(Br)cc1	-3	-2	-0.4	-34	1.2	-48	-2	-2	i
Oc1ccc(C[C@H]2CN([C@@H](Cc3ccc(O)cc3)CN3CCC[C@@H]3CN3C(=S)NC[C@@H]3Cc3ccccc3)C(=S)N2CC2CCCCCC2)cc1	-2	-4	-0.2	-59	0.4	18	-2	-3	i
COCCNC(=O)c1cccc(NC(=O)C2=C(C)OCCS2)c1	1	-2	-0.7	-2	-0.8	-9	-5	3	i
O=C(NCc1ccc2c(c1)OCO2)c1ccc(CN2CCOCC2)cc1	-3	-8	0.1	-5	-0.3	8	0	-11	i
Cc1ccc(-n2nc3c(c2NC(=O)C(C)C)CS(=O)(=O)C3)c(C)c1	1	-4	-1.6	-7	-0.7	6	0	-8	i

An excerpt from above with just Tb MetRS inh.
SMILES	Tb MetRS inh
COCCN(C(=S)Nc1ccccc1OC)C(C)c1cccs1 (stereo not drawn)	0.1
O=C(NCc1ccc2c(c1)OCO2)c1ccc(CN2CCOCC2)cc1	0.1

Next entries:
SMILES	Rin1-Abl PPI inh	bovine MsrA act	Tb MetRS inh	FAS TE block	MsrA inhibitor	PABP1 MLLE inh	CSN inh	eLon inh	Neddyl block
CCOc1ccccc1-n1c(SCC(=O)Nc2ccccc2C(=O)O)nc2ccccc2c1=O	1	-5	0.1	-4	-0.4	-11	4	1	i
O=C1C2CCCN2C(c2ccco2)N1c1ccc(F)cc1 (stereo not drawn)	-1	-3	0.3	-7	-0.6	8	2	0	i
C/C(=N\O)C(=O)NCCCn1ccnc1	5	-9	-0.8	-10	-1.6	-13	-1	-12	i
Cc1ccc(CCNC(=O)CS(=O)Cc2nc(-c3cccs3)oc2C)cc1 (stereo not drawn)	-3	-3	-0.8	-4	-1.7	7	5	-4	i
CC1(C)CC(NC(=O)c2cccc([N+](=O)[O-])c2)CC(C)(C)N1	-4	-7	-2.3	-4	0.4	6	3	-6	i
O=C(CCCN1C(=O)c2cccc3cccc(c23)C1=O)NCCN1CCOCC1	-3	-1	1.1	-10	3.0	9	9	-7	i
COc1ccc(OC)c(-n2c(=S)[nH]c3cc(C(=O)N4CCCCC4)ccc3c2=O)c1	2	-3	-0.2	-2	-0.2	23	0	2	i
O=C(COC(=O)Cc1ccc(Br)cc1)NCc1ccc2c(c1)OCO2	1	-4	-0.1	-4	0.1	5	0	7	i
CC[C@@]12C(=O)N(c3cccc(Br)c3)C(=O)N1[C@H](c1ccc(Br)cc1)[C@@H]1C(=O)N(C(C)(C)C)C(=O)[C@@H]12	2	1	-0.2	58*	0.4	3	109	-4	i
O=C(NCCN1CCCCC1)c1ccc2c(c1)OCCO2	5	10*	-0.7	-9	-0.8	-11	1	-10	i
COc1ccc(-n2c(O)c(/C=N/NS(=O)(=O)c3ccc(C)c([N+](=O)[O-])c3)c3ccccc3c2=O)cc1OC	1	-3	-0.1	2	1.8	-57	148	-166	i
COc1ccc(C(=O)Nc2cc(-c3ccccc3)nn2-c2ccccc2F)cc1	5	-10	-0.5	18	0.4	-14	1	0	i
CCOC(=O)C1CCN(C(=O)CCCNC(=O)Cn2cnc3sc(C)c(C)c3c2=O)CC1	0	-4	0.4	-2	-0.7	-3	1	-4	i
COc1ccc2c(C)cc(SCC(=O)Nc3c(C)n(C)n(-c4ccccc4)c3=O)nc2c1	-5	1	0.4	5	3.0	12	3	-4	i
Cc1ccc(NC(=O)c2cc(-c3cc(Cl)ccc3C)n[nH]2)cc1NS(C)(=O)=O	-3	2	-0.1	7	-0.8	17	20	-8	i
COc1cccc(/C=C2\SC(=N)N(c3ccc(F)cc3)C2=O)c1	0	-3	-0.5	-1	-0.8	4	0	-2	i
COc1cccc(CNC(=O)CN2C(=O)CSc3ccc(S(=O)(=O)N4CCCCC4)cc32)c1	8	-6	-0.2	11	-0.4	-9	2	-10	i
CCO[C@H]1OC(C(=O)N2CCN(Cc3ccc4c(c3)OCO4)CC2)=C[C@@H](C)[C@@H]1CCCO	0	-6	-0.5	-22	-0.4	3	1	-2	i
COc1ccc(C(=O)NNS(=O)(=O)c2ccccc2)cc1OC	-1	-2	-0.6	-7	0.6	4	0	0	i
CCCCN1C(=O)C(CC(=O)NC(c2ccccc2)c2ccccc2)CC(C(=O)N(CC)CC)=C1C (stereo not drawn)	-2	-3	-2.0	-4	0.6	2	5	-3	i
Oc1cccc(/C=N/Nc2ccc(Cl)nn2)c1O	5	-4	2.2	-3	0.9	-7	-8	2	i
COc1ccc(CN(CC(=O)NCc2ccco2)C(=O)CCC(=O)Nc2nccs2)cc1	-2	-9	-1.3	-5	-1.0	15	0	-18	i
CCCCCCSc1nsc(N)n1	2	-8	-1.3	-6	-0.6	1	2	-2	i
Cc1cccc(NC(=O)c2ccc3[nH]c(=O)c(=O)[nH]c3c2)n1	1	-2	-0.3	-7	2.2	-16	2	9	i
CCOc1cc(/C=N\NC(=O)c2ccc(NC(=O)CC)cc2)ccc1OC(=O)c1ccccc1	-2	-2	-0.1	-14	0.4	-3	-1	-2	i
Cc1nc(Cl)sc1C(=O)Nc1ccc(C(F)(F)F)cc1	-2	-10	-0.8	9	2.6	5	0	-9	i
O=C(CCc1nnc2ccc(NCc3ccco3)nn12)Nc1ccccc1F	-1	-1	0.4	0	0.3	-4	0	9	i
COc1ccc(CC(C(=O)Nc2cccc(F)c2)c2nn[nH]n2)c(OC)c1 (stereo not drawn)	-4	-2	0.4	-6	-0.4	10	-4	-4	i
CCSc1ccccc1C(=O)Nc1nncs1	5	0	0.1	-2	0.9	11	-1	-3	i
Cc1cc(NC(=O)c2ccc(C)s2)n(-c2ccccc2)n1	-1	0	-0.6	0	0.5	9	0	-3	i

Four entries already listed, sorted by their value in bovine MsrA act, ascending:
mol | bovine MsrA act
Cc1nc(Cl)sc1C(=O)Nc1ccc(C(F)(F)F)cc1 | -10
COc1ccc(CN(CC(=O)NCc2ccco2)C(=O)CCC(=O)Nc2nccs2)cc1 | -9
Cc1cccc(NC(=O)c2ccc3[nH]c(=O)c(=O)[nH]c3c2)n1 | -2
O=C(CCc1nnc2ccc(NCc3ccco3)nn12)Nc1ccccc1F | -1

The results go on:
SMILES	Rin1-Abl PPI inh	bovine MsrA act	Tb MetRS inh	FAS TE block	MsrA inhibitor	PABP1 MLLE inh	CSN inh	eLon inh	Neddyl block
O=C(NCCCN1CCCC1=O)c1cc(-c2cccnc2)nc2ccc(Cl)cc12	-1	-3	0.3	-2	2.9	10	-6	-8	i
O=C(c1ccc(Cl)nc1)N1CCN(S(=O)(=O)c2ccccc2)CC1	1	-1	0.2	-5	-0.3	-2	1	0	i
COc1ccc(CN2C[C@@H](CO)O[C@@H](n3cnc4c(N5CCOCC5)ncnc43)C2)cc1	0	0	-0.3	-6	0.8	5	2	4	i
COc1ccc(-c2cc(=O)oc3cc(OCC(=O)Nc4ccc(CCO)cc4)ccc23)cc1	0	-9	-0.6	-5	-0.7	3	1	2	i
O=C1c2ccccc2NC(c2ccc(Cl)cc2Cl)N1Cc1ccccc1 (stereo not drawn)	0	-4	-0.7	19	1.9	-8	-2	1	nt
CC(=O)CSc1nnc(CN2C(=O)CSc3ccc(C(F)(F)F)cc32)n1C	1	-3	-0.2	-4	-0.3	-86	0	-1	i
Cc1ccc(S(=O)(=O)Cn2nnnc2C(c2ccccn2)N2CCN(c3ccccc3)CC2)cc1 (stereo not drawn)	5	-3	-0.1	24	0.7	-2	4	1	i
O=C(C1CCCN1S(=O)(=O)c1cccc2nsnc12)N1CCCCC1 (stereo not drawn)	-3	-2	-0.1	0	0.4	-1	-2	-5	i
CCOc1ccc(/C=C2\SC(=S)N(CC(=O)N(CCO)C(C)(C)C)C2=O)cc1	-1	-2	0.3	-8	-0.4	10	2	4	i

Bioassay records (PubChem)
